Cneo AK release: Cryptococcus neoformans lysis via adenylate kinase release; C. neoformans lysis, adenylate kinase release luminescence, 4 h; normalised: neutral wells 0, clomiphene wells 100; lysis activity, % at 15 µM; 360,000 tested, 0.2% active; AID 651654;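 active = mean lysis activity across replicates of at least 80%, whatever share of replicates individually reach that level; inactive = mean lysis activity below 80%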
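Assay system: C. neoformans cells. Amount: yeast cell density of 5 × 10^6 cells/mL. Technique: AK luminescence. Buffer or medium: YPD. Times: static 4 h at 37 °C with compound, 1 h detection. Dosing: single-point compound dose. Read-out: lysis from increased AK signal.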
Casp6 inh: caspase-6 (human) enzyme inhibition. inhibition, % at 12.5 µM. purified caspase-6, Z-VEID-R110 cleavage fluorescence. P55212. AID 686996. 350,000 tested, 0.53% active;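 active = mean inhibition across replicates at least about 35%, with every replicate also reaching that limit, limit read from the data; inconclusive = only one of the two criteria met; inactive = neither criterion met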;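 note: 0% = median of neutral control wells and 100% = no fluorescence left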
Target sequence (P55212 24-179 limits assumed): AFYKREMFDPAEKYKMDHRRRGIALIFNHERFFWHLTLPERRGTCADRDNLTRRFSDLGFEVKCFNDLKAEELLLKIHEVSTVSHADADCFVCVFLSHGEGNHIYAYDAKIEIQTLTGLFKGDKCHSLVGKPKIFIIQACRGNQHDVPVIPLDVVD
Target sequence (P55212 194-293 limits assumed): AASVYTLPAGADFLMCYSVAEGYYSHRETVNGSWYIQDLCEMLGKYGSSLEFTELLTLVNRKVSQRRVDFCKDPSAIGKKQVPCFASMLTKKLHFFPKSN
FN deposit inh: fibronectin deposition inhibition. AH1F fibroblasts, Alexa488-fibronectin deposition fluorescence, overnight. inhibition, % at 12.6 µM. AID 743247. 350,000 tested, 0.086% active;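 active = mean inhibition across replicates of 30% or more, regardless of how many single replicates reach that level; inconclusive = mean under 30% yet at least half of replicates reach 30%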;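 note: positive control wells lacked labelled fibronectin entirely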
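material = AH1F fibroblast monolayer depositing Alexa488-labelled fibronectin into matrix | amount = 10000 AH1F cells/well | buffer or medium = DMEM plus 2% serum, read in PBS | incubation = 1 h cell adhesion before compound, then overnight fibronectin incubation | detection = fluorescence at 485 nm excitation, 525 nm emission | evaluation = percent inhibition as loss of matrix-bound fibronectin fluorescence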
miR122 inh: inhibitors of miR-122 in Huh7 cells; activation (reporter increase), % at 12.5 µM; Huh7 miR-122 Renilla luciferase sensor, 48 h; neutral wells = 0, positive control = 100; AID 602342; 340,000 tested, 0.3% active;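 active = mean replicate activation score at least 90 and every replicate individually at or above 90; inconclusive = only one of the two criteria met; inactive = neither criterion met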;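 note: higher luciferase means less miR-122 activity so hits act as miR-122 inhibitors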
LGR2 inh: Drosophila LGR2 receptor signaling inhibition | HEK293 LGR2, CRE-luciferase, bursicon-stimulated, 4 h | inhibition, % at 9.99 µM | 380,000 tested, 0.35% active | AID 720647;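 active = drop in luminescence signal, shown as inhibition above about 50% in the replicate tests, limit read from the data, passing the limit was not always enough; inconclusive = probably only some replicates passing the limit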;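 note: agonist challenge used bursicon conditioned medium at about half maximal strength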
PGC1a acetyl inh: modulators of PGC1a acetylation | U2OS PGC1a acetylation, AlphaScreen anti-acetyl-lysine; with virally co-expressed GCN5 acetyltransferase | 350,000 tested, 0.17% active | AID 651687 | inhibition, % at 15.6 µM;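 active = every replicate shows inhibition of at least 40%; inconclusive = mean inhibition at least 40% but some replicate below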;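 note: 0% = neutral control wells and 100% = positive control wells; some results beyond the cut were filed as inactive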
EWS-Fli inh: inhibitors of EWS/Fli oncoprotein transcriptional activity; AID 651661; 350,000 tested, 0.67% active; inhibition, % at 12.6 µM; A673 NR0B1-luciferase reporter, viability-normalised;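 active = mean inhibition of at least 50% after viability correction, with every replicate also passing that limit; inconclusive = mean reaches 50% but only one of two replicates passes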;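 note: firefly luciferase signal divided by Alamar Blue viability fluorescence both relative to DMSO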
PAX8 inh HTS: lowers PAX8-driven luciferase in RMG-I cells; RMG-I TPO-luciferase reporter, SteadyGlo, 24 h; inhibition, % at 12.6 µM; 360,000 tested, 1.2% active;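 active = mean replicate inhibition at least 60% with every replicate also reaching 60%; inconclusive = only one of the two criteria is met; inactive = mean below 60% and not all replicates reaching 60%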;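 note: luciferase light reporting Pax8 driven TPO promoter activity; plate controls were median of neutral control wells for no effect and mitoxantrone controls for full effect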
Starred values were filed as active, the others as inactive; ? = inconclusive; · = no result given; & = joins results of further samples; [ ] = dose if it differs, or a comment.

SMILES	Cneo AK release	Casp6 inh	FN deposit inh	miR122 inh	LGR2 inh	PGC1a acetyl inh	EWS-Fli inh	PAX8 inh HTS
CC(=O)N(CCN(C)C)c1nc2cc3c(cc2s1)OCCO3	6.8	-3.0	7.2	-0.7	-14.5	7.8	-59.9	-14.0
CC(NC(=O)c1ccc([N+](=O)[O-])cc1[N+](=O)[O-])c1ccc(-c2ccccc2)cc1 (centres undefined)	0.7	·	5.2	-2.6	-16.1	-9.8	·	14.0
CO[C@@H]1CN(C)C(=O)c2cc(NC(=O)C3CC3)ccc2OC[C@@H](C)N(Cc2ccccc2C(=O)O)C[C@H]1C	3.9	-0.5	-4.1	·	-20.5	1.1	-8.5	11.6
COCC#Cc1ccc2c(c1)O[C@H](CN(C)C(=O)C1CC1)[C@@H](C)CN([C@@H](C)CO)S2(=O)=O	-8.7	2.1	-17.2	6.5[16.7 µM]	-3.0	-5.7	-6.3	·
O=C(Nc1ccccc1)OC1CCS(=O)(=O)C1 (centres undefined)	·	-4.7	-0.9	·	3.5	·	1.4	-23.8
CSc1nc(C=Nc2ccccc2Cl)c(O)n1Cc1cccc(Cl)c1	·	-0.8	0.5	·	·	5.3	-16.5	-3.1
O=C(Cc1ccc(S(=O)(=O)N2CCCCC2)s1)Nc1ccc(F)cc1F	0.3	·	·	-3.3	10.2	8.9	·	8.2
C/C(=N/NC(=O)c1cccc(N2CCCC2=O)c1)c1ccc(Br)cc1	-5.6	-3.3	-2.4	·	15.9	·	-14.3	-24.7
Cc1cc(C)cc(-n2c(SCC(=O)NCc3ccc4c(c3)OCO4)nc3ccccc3c2=O)c1	·	-2.2	7.5	·	9.9	·	1.4	0.0
C[C@@H]1CN([C@@H](C)CO)C(=O)c2cccc(NC(=O)c3cnccn3)c2O[C@H]1CN(C)Cc1ccc(C(=O)O)cc1	0.0	-1.7	·	-6.5[16.7 µM]	-0.6	6.0	-1.7	·
CCCS(=O)(=O)Nc1c(C(=O)OC)[nH]c2ccccc12	-0.4	·	·	4.9	10.4	-13.2	·	·
CCn1nc(C)c(NS(=O)(=O)c2ccccc2)c1C	1.2	·	·	2.9	-1.8	-14.3	·	·
CN1CCc2c(sc3c2c(=O)n(-c2ccccc2)c2nnc(SCc4ccc(F)cc4)n32)C1	·	-1.4	7.8	·	9.3	1.3	0.5	15.7
COC(=O)[C@]12C[C@H](CC(=O)N3CCSCC3)C(=O)N(CCC3=CCCCC3)C1=C[C@H](C(C)(C)C)O[C@@H]2C	·	0.4	-18.8	·	11.9	·	9.3	12.6
Cc1cc(NO)nc(-c2ccc(Br)cc2)n1	2.8	·	-1.4	5.4	·	-7.5	·	·
Cc1noc(C)c1NC(=O)Nc1ccc2c(c1)CC(=O)N([C@@H](C)CO)C[C@@H](C)[C@H](CN(C)C(=O)Nc1ccc(F)cc1)O2	6.5	-0.5	·	9.9[16.7 µM]	-11.1	0.3	-8.4	-5.1
O=C(Cn1nc(C(=O)O)c2ccccc2c1=O)Nc1cccc(Br)c1	-0.3	·	-4.4	0.5	2.4	?	·	15.9
O=C(N/N=C\c1c(O)ccc2ccccc12)c1ccc(Cn2cccn2)o1	11.0	·	7.4	63.7	4.9	1.2	·	67.3*
Cc1ccc(NC(=O)CCC(=O)N/N=C/c2cccs2)cc1	·	-0.2	-15.6	·	-4.5	·	-6.9	-17.9
Cc1c(NC(=O)C(C)OC(=O)c2ccccc2O)c(=O)n(-c2ccccc2)n1C (centres undefined)	-0.3	1.5	-2.9	·	4.3	·	4.3	5.3
Cc1ccc(N2CN(CCC3=CCCCC3)CNC2=S)cc1	7.9	-2.3	10.6	12.4	-2.0	·	15.7	-17.9
COc1ccccc1NC(=S)N1CCN(c2nc(-c3ccccc3)cs2)CC1	·	-0.2	-11.3	·	-4.4	·	0.4	-3.0
CC1(C(=O)NCc2ccc(C(F)(F)F)cc2)CCN1Cc1ccc(-c2ccccc2)o1 (centres undefined)	-1.1	3.4	-1.5	0.2	-16.9	-4.3	6.7	·
C1CCN=C(Nc2nc3c(s2)CCCC3)CC1	0.8	-5.9	·	·	-47.3	-0.2	-55.6	·

Already shown: an excerpt of the list.
SMILES	Cneo AK release	Casp6 inh	FN deposit inh	miR122 inh	LGR2 inh	PGC1a acetyl inh	EWS-Fli inh	PAX8 inh HTS
Cc1c(NC(=O)C(C)OC(=O)c2ccccc2O)c(=O)n(-c2ccccc2)n1C (centres undefined)	-0.3	1.5	-2.9	·	4.3	·	4.3	5.3
Cc1ccc(N2CN(CCC3=CCCCC3)CNC2=S)cc1	7.9	-2.3	10.6	12.4	-2.0	·	15.7	-17.9

(list continues)
SMILES	Cneo AK release	Casp6 inh	FN deposit inh	miR122 inh	LGR2 inh	PGC1a acetyl inh	EWS-Fli inh	PAX8 inh HTS
Cc1sc(N=Nc2ccc(N(C)C)cc2)[n+]([O-])c1C	·	-0.9	4.1	·	-1.3	·	-67.6	-60.9
CCCOc1cc(C)c(S(=O)(=O)NCCOC)cc1C	-0.3	·	-4.4	12.6	·	-0.1	·	9.4
COc1ccc(C(=O)CCC(C)(C)[N+](=O)[O-])cc1	·	0.2	-4.0	·	-4.6	-4.2	-28.8	-30.2
C[C@@H]1CN([C@@H](C)CO)C(=O)Cc2cc(NC(=O)C3CC3)ccc2O[C@H]1CN(C)Cc1ccc2c(c1)OCO2	-9.1	-3.1	·	-7.3[16.7 µM]	-23.3	1.2	1.8	7.0
c1ccc(CN(Cc2ccccc2)Cc2nnc(-c3cc4ccccc4[nH]3)s2)cc1	0.4	-1.1	3.3	-2.7	3.2	·	6.7	14.8
Cc1noc(C)c1S(=O)(=O)N(C)C[C@H]1Oc2c(NC(=O)Nc3ccc4c(c3)OCO4)cccc2C(=O)N([C@H](C)CO)C[C@@H]1C	-0.3	1.9	·	·	5.1	·	1.5	-10.4
N/C(=N\OC(=O)c1ccccc1Cl)c1ccccc1	-8.3	·	-3.3	3.9	59.7*	4.5	·	·
O=C(Nc1ccc(C(F)(F)F)cc1)N1CCN(c2ccnc3cc(Cl)ccc23)CC1	-9.0	2.0	8.1	2.9	17.0	-3.7	17.1	4.8
C[C@@H]1CN([C@H](C)CO)S(=O)(=O)c2ccc(C3=CCCCC3)cc2O[C@H]1CN(C)C(=O)c1ccccc1	-1.3	7.1	-2.3	2.9[16.7 µM]	14.6	15.8	5.0	·
Cc1nc(-c2ccc(F)cc2)c(CC(=O)N2CCN(S(=O)(=O)c3cccc(F)c3)CC2)s1	·	-0.1	10.9	-3.6	7.2	-2.6	5.9	8.2
CC(C)C[C@H](NC(=O)c1nc[nH]c1C(=O)NCCNC(=O)OC(C)(C)C)C(=O)CNCCNC(=O)c1[nH]cnc1C(=O)N[C@@H](C)C(=O)OC(C)(C)C	0.5	-1.6	1.3	-9.7	8.5	0.2	-5.1	20.4
Cc1ccc(OCC(=O)NC(=S)Nc2ccc(S(=O)(=O)Nc3cc(C)on3)cc2)c(Br)c1	1.6	19.0	6.9	-6.3	0.0	1.0	2.1	-24.6
CCC(NS(=O)(=O)c1cccs1)c1ccc(C)cc1 (centres undefined)	3.8	-1.9	-4.3	·	9.3	·	7.9	-3.4
Cc1cc(C)n(-c2ccc(NC(=O)C3CCN(Cc4cc(C)c(C)o4)CC3)cc2)n1	-2.6	-1.4	-8.3	·	-10.2	·	1.3	12.5
O=C(c1ccncc1)N1CCN(c2cc(-c3ccccc3)nc3cc(-c4cccc(Cl)c4)nn23)CC1	-1.3	2.2	-9.4	4.5	-12.0	-7.8	19.9	68.2*
CCOC(=O)N1CCc2c(sc(NC(=O)Cc3ccccc3)c2C(=O)c2ccc(OC)cc2)C1	2.3	-0.1	3.0	5.1	-6.6	·	4.4	5.1
COC(=O)c1ccc(CSc2n[nH]c(-c3ccccc3)n2)o1	·	0.0	2.9	·	15.9	·	10.2	-3.0
Nc1cc(N)nc(SCC(=O)Nc2ccccc2)n1	-0.8	·	-0.6	15.6	·	13.9	·	-4.6
COc1ccc2c3c(n(C)c2c1)[C@@H](CO)N(Cc1ccccn1)CC31CN(C(=O)NC(C)C)C1	·	-2.1	·	·	-9.0	3.5	-11.0	·
C[C@@H]1CN([C@H](C)CO)C(=O)Cc2cc(NC(=O)Nc3ccc(C(F)(F)F)cc3)ccc2O[C@H]1CN(C)C(=O)Nc1ccc2c(c1)OCO2	·	1.2	·	·	22.8	0.4	-2.8	21.3
CCC(=O)N1CCc2cc(Br)cc(S(=O)(=O)NCC3CCCN3CC)c21 (centres undefined)	-1.5	·	4.7	3.9	·	0.2	·	·
Cn1c(=O)[nH]c(=O)c2c1nc(Br)n2CCCSc1nc2ccccc2o1	-1.3	·	3.8	0.9	·	5.2	·	·
C[C@H](CO)N1C[C@H](C)[C@H](CN(C)C)Oc2ncc(C#Cc3ccc(F)cc3)cc2C1=O	8.3&5.9	-5.5&-11.1	·	-0.5&6.2[16.7 µM]	0.9	4.7&-4.9	-8.5&-8.0	·
Cc1noc(C)c1NC(=O)Nc1ccc2c(c1)C(=O)N([C@H](C)CO)C[C@H](C)[C@H](CN(C)C(=O)C1CCCCC1)OCCCC[C@H](C)O2	0.1	2.0	·	1.7[16.7 µM]	1.5	-1.7	-0.3	-6.4
C[C@H](CO)N1C[C@H](C)[C@@H](CN(C)Cc2ccc(-c3ccccc3)cc2)Oc2c(NC(=O)C3CCCCC3)cccc2C1=O	·	·	-8.9	3.3[16.7 µM]	7.5	-14.7	0.3	·
COc1ccccc1-c1ccc2c(c1)O[C@@H](CN(C)Cc1ccc3c(c1)OCO3)[C@H](C)CN([C@@H](C)CO)S2(=O)=O	5.2	7.5	·	5.1[16.7 µM]	6.9	-11.4	17.2	46.4
COc1ccc(N2CCN(C(=O)c3ccc4c(=O)n(Cc5ccc6c(c5)OCO6)c(=O)[nH]c4c3)CC2)cc1	-4.2	0.9	-11.2	-3.1	-4.4	-16.2	4.9	8.2
Cc1ccc(NC(=O)NC(=O)N(C2CCCCC2)S(=O)(=O)c2ccccc2)cc1	7.3	·	0.9	16.1	-29.9	-4.0	·	-26.8
COCCn1cnc2c1c(=O)n(CC(=O)NC1CCCCC1)c(=O)n2Cc1ccccc1	0.3	-2.2	3.3	-8.0	·	-1.2	-3.6	3.1
CCC(=O)N1[C@H](CO)[C@@H](c2ccc(-c3ccc(F)cc3)cc2)[C@@H]1CNC(C)=O	2.0	·	12.9	-7.1[16.7 µM]	-10.6	6.9	-7.1	-23.1
O=C(C[C@H]1C=C[C@@H](NC(=O)c2cccc(F)c2)[C@@H](CO)O1)NCCN1CCCC1	-3.5	0.1	5.3	·	11.1	2.2	5.4	-18.0
Cn1c(SCC(=O)NCc2ccco2)nnc1C1CCCC1	0.2	1.0	3.2	-2.5	19.3	-0.1	3.0	-20.0
CCC/C(=N/NC(=O)c1ccc2c(c1)OCO2)c1cccs1	6.3	3.7	2.9	-1.3	-14.8	3.2	-52.5	42.5
COc1ccc(NC(=O)Nc2ccc3c(c2)C(=O)N([C@H](C)CO)C[C@@H](C)[C@H](CN(C)Cc2ccc4c(c2)OCO4)OCCCC[C@@H](C)O3)cc1	7.4	-0.2	·	-5.2[16.7 µM]	10.7	-3.4	13.3	-8.4
O=C(NC12CC3CC(CC(C3)C1)C2)C1CCCN1C(=O)Nc1ccccc1 (centres undefined)	-1.5	-1.3	1.1	-1.8	-1.6	·	9.1	-1.1

Screens deposited in PubChem by Broad Institute.

No enrichment for hits; 2.5% or so of the library scored in one or more.
